HepG2 tox: qHTS for Inhibitors of TGF-b: Cytotox Counterscreen. AID 588856, 2011. Potency, µM (doses to about 46.1 µM), for the others: at the top dose activity change, negative = cytotoxicity, hits mostly cytotoxic. HepG2 CAGA-GFP viability, ATP luminescence, 18 h. hit rate 0.76% among 410,000; note: potency is the fitted concentration of half-maximal effect; some results filed as inactive show a strong effect at the top dose
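CellTiter-Glo luminescence gave cytotoxicity after 18 hours at 37 degrees C. The cells were HepG2 CAGA-GFP in 1% FBS DMEM, stimulated with 500 pg/mL TGF-beta after compound addition. %Activity was normalised to no-cell wells (complete cell-killing) and DMSO (no toxicity), and curves were fitted and classified.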
IL-1B inflam inh: qHTS for Inhibitors of Inflammasome Signaling: IL-1-beta AlphaLISA Primary Screen. AID 743279, 2014. THP-1 LPS/ATP IL-1B secretion, AlphaLISA, 16 h; active compounds read low. hit rate 4.7% among 360,000. activity change, % at 57.5 µM; in the data active = activity change below about -50%; inconclusive = mostly about -30% to -49%; note: % is set by controls: 0 for no effect and ±100 for the full control effect
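THP-1 cells pretreated 1 hr with compounds (up to 57.5 uM final), then stimulated with LPS (250 ng/mL final) plus ATP (1.25 mM final); secreted IL-1B measured by AlphaLISA after 16 hr, decreased signal indicating inhibition.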
TGFb SMAD3 inh: qHTS for Inhibitors of TGF-b; hit rate 1.2% among 410,000; HepG2 CAGA-GFP TGF-b/SMAD3 reporter, GFP fluorescence, 18 h; TGF-beta stimulated, 500 pg/mL final; Potency, µM (top dose mostly 46.1 µM), inactives show at the top dose activity, negative = inhibition, hits mostly inhibitors; note: potency is the fitted concentration of half-maximal effect; % is set by controls: 0 for no effect and ±100 for the full control effect; nearly all actives have a fitted effect of over 65% in size
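Using HEPG2 CAGA-GFP reporter cells at 1000 cells/well, we pinned test compounds, stimulated with recombinant TGF-beta (500 pg/mL final) and measured total well GFP after 18 h.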
Nrf2 inh: Nrf2 qHTS screen for inhibitors; A549 ARE-Fluc reporter, luciferase luminescence, 18-24 h; Potency, µM (series often up to 46 µM), for inactives: at the top dose activity change, negative = inhibition, most hits filed as inhibitors; hit rate 2.1% among 360,000; note: potency is the fitted concentration of half-maximal effect; % is set by controls: 0 for no effect and ±100 for the full control effect; nearly all actives have a fitted effect of over 60% in size
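Concentration-response testing used A549 ARE_Fluc cells at 5000 cells/well. Following an 18-24 h compound incubation, viability was read by fluorescence (Ex 405/Em 525) and luciferase output by luminescence.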
MCF10A rerep: A quantitative high throughput screen for small molecules that induce DNA re-replication in MCF 10a normal breast cells; AID 624296, 2012; hit rate 2.9% among 350,000; MCF 10A DNA re-replication, Hoechst nuclear intensity, 48 h; Potency, µM (top dose mostly 46.1 µM), for inactives: at the top dose activity, positive = re-replication, hits mostly activators; note: potency is the fitted concentration of half-maximal effect; % of control where 0% means no effect; nearly all actives have a fitted effect of over 50% in size
Nrf2 ARE act: qHTS of Nrf2 Activators | hit rate 0.31% among 410,000 | AID 624171, 2012 | AREc32 ARE-luciferase reporter (MCF7-derived line), luminescence, 24 h | Potency, µM (top dose mostly 46.1 µM), inactives show top-dose activation, hits mostly activators; note: potency is the fitted concentration of half-maximal effect; % of control where 0% means no effect; nearly all actives have a fitted effect of over 65% in size
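Steps: seed AREc32_Fluc cells (1000/well, 5% FBS OPTI-MEM); incubate overnight at 37 deg C; add 23 nL compound; incubate 24 hr; add Steady-Glo; hold 30 min RT; read luminescence.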
A549 viability: Nrf2 qHTS screen for inhibitors: counterscreen for cytotoxicity. Potency, µM (series often up to 46 µM), for the others: at the highest dose activity change, negative = cytotoxicity, most hits filed as inhibitors. hit rate 0.16% among 390,000. A549 ARE-Fluc cells, CellTiter-Fluor viability, 18-24 h; note: potency is the fitted concentration of half-maximal effect; % is set by controls: 0 for no effect and ±100 for the full control effect
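A549 ARE_Fluc cells in 5% FBS OPTI-MEM were exposed to compounds in concentration-response for 18-24 h at 37 deg C. Viability was read by CellTiter-Fluor fluorescence (Ex 405/Em 525) after 30 min, before the luciferase read.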
ATXN viability: Viability Counterscreen for Primary qHTS for Inhibitors of ATXN expression; hit rate 0.49% among 400,000; AID 651635, 2014; S2 cells (HEK-293 line with an ATXN2-luciferase reporter) viability, CellTiter-Fluor protease fluorescence, 24 h; Potency, µM (highest dose often 56.7 µM), usual class: cytotoxic; note: potency is the fitted concentration of half-maximal effect; nearly all actives have a fitted effect of over 40% in size
ATXN2 expr inh: Primary qHTS for Inhibitors of ATXN expression; AID 1745845, 2022; HEK-293 ATXN2-luciferase reporter, luminescence, 24 h; hit rate 0.72% among 360,000; Potency, µM (series often up to 57 µM), for inactives: at the top dose activity change, negative = inhibition, most hits filed as inhibitors; note: potency is the fitted concentration of half-maximal effect; % is set by controls: 0 for no effect and ±100 for the full control effect; nearly all actives have a fitted effect of over 55% in size
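ATXN2-luciferase reporter cells (luciferase flanked by upstream and downstream ATXN2 gene portions) were treated 24 h at 37 °C with compounds at up to 57 uM. SteadyGlo luminescence gave expression; GF-AFC fluorescence gave viability.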
Active calls of the source: *; i = inactive; ? = inconclusive; . = not tested or not shown; [ ] = dose if it differs, or a comment. Unless noted, calls come from the whole dose curve; as a rule, active = well fitted curve in the direction sought with a large enough effect; inconclusive = small, poorly fitted or top-dose-only effect, or another doubt; inactive = no such curve, though single readings can be large; an effect the other way counts as inactive or inconclusive.

SMILES	Nrf2 inh	A549 viability	TGFb SMAD3 inh	HepG2 tox	Nrf2 ARE act	IL-1B inflam inh	MCF10A rerep	ATXN2 expr inh	ATXN viability
CSc1ccccc1OCc1cc(C(=O)N(C)C(C)c2nc(C)cs2)no1 (stereo not given)	-2%	-3%	-16%	-15%	-0.6%	-10	2%	15%	i
O=C1C=C(c2ccc(OC(F)(F)F)cc2)C[C@@H](c2ccc(Cl)cc2)C1	1%	15%	?	-19%	9.0%	-1	?	-2%	i
Cc1cc(NC(=O)c2cccc(C(=O)Nc3cc(C)on3)n2)no1	3%	?	2%	-24%	-0.5%	0	5%	-6%	i
O=C(Nc1nc(-c2ccccn2)cs1)c1ccc(-c2ccccc2F)o1	?	?	14µM*	-89%	6.2%	94	21µM*	?	?
O=C1CCCCN1CC(=O)N1CCCC(N2CCN(c3ccccc3F)CC2)C1 (stereo not given)	2%	-3%	-1%	0%	-0.4%	-5	-3%	10%	i
O=C1N[C@@H](Cc2ccccc2)COC(=O)[C@@H](Cc2ccc(F)cc2)CC/C=C/C[C@H]1CC(=O)N(CCO)Cc1ccccc1	?	?	?	-17%	-2.0%	-21	?	?	22µM*
NC(=O)CSc1nnc(-c2ccc(S(=O)(=O)N3CCCC3)cc2)o1	-18%	-10%	1%	-4%	-0.1%	23	2%	3%	i
CCOC(=O)c1c(-c2ccc(C)o2)csc1NC(=S)NC(=O)c1cccs1	-3%	-4%	?	-32%	9.3%	12	24%	4%	i
O=C(Nc1ccon1)c1ccc(F)c(S(=O)(=O)N2CCCCC2)c1	-28%	2%	7%	2%	0.3%	12	1%	18%	i
COc1ccc(C)cc1NC(=O)CSc1nnc2ccc(-c3ccncc3)nn12	-10%	-7%	-19%	-9%	0.4%	-15	-4%	5%	i
COc1ccc(NS(=O)(=O)c2ccc(C)c(NC(=O)c3ccc(C)c(S(=O)(=O)N4CCOCC4)c3)c2)cc1	?	-3%	16%	17%	1.9%	-7	-11%	-17%	i
Cc1ccc(S(=O)(=O)CCc2nnc(N)s2)cc1C	-3%	-8%	-1%	1%	-0.6%	21	-15%	5%	i
Cc1nn(-c2ccccc2)c(N2CCCC2)c1/C=C1\N=C(c2ccc(OC(C)C)cc2)OC1=O	0%	-7%	1%	1%	-0.9%	0	?	-2%	i
O=C(Nc1ncccn1)c1cccc(F)c1	2%	11%	-6%	-3%	?	0	-3%	4%	i
CSCCC(NC(=O)COc1ccccc1)C(=O)N1CC(C)OC(C)C1 (stereo not given)	-2%	0%	-3%	-1%	-0.3%	-11	-1%	-6%	i
CCn1c(=S)sc2c(=O)n(CC(=O)NC(C)CCc3ccccc3)c(C)nc21 (stereo not given)	?	1%	15%	-9%	0.1%	9	6%	-30%	i
Cc1ccc(C)c(NC(=O)c2cc3ccccn3n2)c1	19%	11%	-13%	-38%	16%	-1	0%	67%[activator]	i
COC(=O)[C@]1(Cc2ccccc2)N[C@H](CN(C)C(=O)Nc2ccc(Cl)cc2)[C@@H]2C(=O)N(C)C(=O)[C@@H]21	29%	3%	-4%	-17%	3.4%	-6	-15%	0%	i
COc1ccccc1NC(=S)N1CCN(c2ccccc2F)CC1	-16%	8%	4%	19%	-0.1%	-10	11%	.	?
O=C(Nc1cccc(Cl)c1Cl)c1cc(S(=O)(=O)N2CCCc3ccccc32)ccc1F	.	?	-19%	0%	3.3%	.	.	-11%	i
CC(=O)c1ccc(S(=O)(=O)N2CCN(c3nc(-c4ccccc4)nc4ccccc34)CC2)cc1	7%	0%	-2%	-1%	.	.	.	.	.
Cc1ccc(NC(C(N)=O)c2c(C)[nH]c(=O)[nH]c2=O)cc1 (stereo not given)	9%	-11%	-3%	-4%	-1.3%	-18	6%	1%	i
Cc1ccc2c(c1)N(CC(=O)NCCCN1C(C)CCCC1C)C(=O)c1cccnc1O2 (stereo not given)	18%	7%	2%	-6%	-0.4%	-7	6%	0%	i
CCC(C(=O)Nc1ccc(S(=O)(=O)N2CCN(C)CC2)cc1)c1ccccc1 (stereo not given)	-5%	7%	?	-17%	0.3%	7	11%	-23%	i
COc1ccc(C(=O)n2nc(-c3ccco3)nc2SC)cc1OC	2%	0%	2%	-32%	0.8%	8	-2%	3%	i
CCCOc1ccc(C(C(=O)OCCN(CC)CC)c2ccccc2)cc1 (stereo not given)	-3%	-7%	1%	3%	-0.2%	-3	-10%	-4%	?
Cc1ccc(CNC(=O)C(C)n2nc(C)c3sc4ccccc4c3c2=O)cc1 (stereo not given)	?	-2%	12%	-2%	2.6%	.	.	.	.
O=C(C[C@@H]1C/C=C\CCC(=O)OC[C@@H]2CCCN2C1=O)NCCO	-13%	8%	-3%	0%	1.4%	62	?	-4%	i
COc1ccc(C(=O)NC(=S)NCc2ccccc2)cc1	?	13%	-4%	-6%	0.5%	-17	0%	19%	i
COc1ccc(-c2nc3c4c(ncn3n2)-c2ccccc2CC42CCCC2)cc1	-9%	0%	4%	-12%	-1.2%	24	9%	-14%	i
O=C(O)c1ccc(S(=O)(=O)N2CCC(n3nnc4cc(C(F)(F)F)ccc43)CC2)cc1	0%	-5%	8%	-2%	0.6%	31	0%	4%	i
Cc1coc2cc3oc(=O)c(CCC(=O)N4CCC(C(=O)O)(c5ccccc5)CC4)c(C)c3cc12	8%	6%	-14%	-25%	4.3%	45	0%	6%	i
Cc1ccc(NC(=O)CS(=O)CC(=O)Nc2ccc(N3CCOCC3)cc2)cc1Cl (stereo not given)	-10%	6%	-3%	-18%	5.0%	-7	6%	-24%	i
CN(C)N=Nc1ccc(S(=O)(=O)N2CCSC2C(=O)O)cc1 (stereo not given)	.	6%	-5%	2%	-1.0%	0	-5%	-2%	i
CCOc1ccccc1-c1cncc(NC)n1	.	.	2%	0%	-1.0%	-13	.	-1%	i
Cc1cc(Br)c(NC(=O)CN2CCCC2)c(Br)c1	14%	2%	-25%	-14%	0.1%	-18	?	11%	i
Nc1c(C(=O)NCCc2ccccc2)sc2nc(N3CCOCC3)c3c(c12)CCCC3	?	3%	-3%	13%	-0.2%	?	16µM*	-20%	i
CCN1C(=O)CC(NNC(=O)c2ccccc2)C1=O (stereo not given)	1%	8%	0%	13%	-0.7%	6	?	-6%	i
CCOc1ccc(C(=O)CCC(=O)N(CC)CC(=O)Nc2c(F)cccc2F)cc1	11%	-10%	-11%	-26%	2.5%	13	0%	6%	i
CC1CCN(C(=O)CC2C(=O)Nc3c2c(=O)n(C)c(=O)n3Cc2ccccc2)CC1 (stereo not given)	?	2%	-2%	-3%	-0.3%	6	3%	13%	i
O=[N+]([O-])c1cccnc1NCCc1ccccc1	-2%	-2%	0%	-9%	7.0%	13	-3%	41%[activator]	i
CSCCC(NC(=O)c1ccccc1Cl)C(=O)N1CCC1 (stereo not given)	-10%	-4%	0%	36%	0.2%	9	-1%	-13%	i
Cc1ccn2c(Nc3ccccc3C)c(-c3ccc(N4CCOCC4)cc3)nc2c1	?	?	?	-18%	5.2%	.	.	0%	.
COc1ccc(O)c(C(=O)c2cnc3onc(C(C)C)c3c2)c1	8%	-11%	-7%	-35%	0.4%	?	1%	5%	i
CCCCN1CC(COCc2ccccc2)Oc2cccc(OCc3ccc(OC)cc3)c2S1(=O)=O (stereo not given)	.	.	6%	2%	-0.2%	15	.	9%	i
COc1cccc2c1cc1c(=O)n(CC(=O)NCc3ccc(N(C)C)cc3)nc(C)n12	7%	2%	-15%	-1%	0.3%	.	.	.	.
COc1cccc(C(=O)NC2CCN(CC(=O)NCc3ccccc3F)CC2)c1	-8%	0%	10%	-2%	2.2%	9	15%	-15%	.
NC(=O)CSc1oc(-c2cccs2)nc1S(=O)(=O)c1ccc(Br)cc1	?	8%	-4%	-1%	-0.2%	.	.	9%	i
CCCCCCOC(=O)C(C#N)c1nc2ccccc2nc1N1CCOCC1 (stereo not given)	5%	1%	16%	13%	-0.2%	-13	3%	-14%	?
Cc1cccc(-c2nc3ccccc3n2Cc2ccccc2)c1	?	?	?	-39%	6.1%	.	.	?	?
O=C(CN1C(=O)COc2ccc(S(=O)(=O)N3CCOCC3)cc21)N1CCN(c2cccc(C(F)(F)F)c2)CC1	-6%	8%	8%	2%	-0.9%	.	.	-2%	i
Cc1cc(S(=O)(=O)N2CCCC2)ccc1OCC(=O)Nc1ccccc1	17%	2%	-15%	5%	1.8%	-17	12%	-3%	i
C=CCNc1nc(NCc2ccco2)nc(OCC)n1	.	-5%	-21%	4%	14%	-11	-2%	2%	i
COc1cccc(CNC(=O)COC(=O)c2c(NC(C)=O)sc(C)c2C)c1	-14%	-2%	17%	6%	3.4%	9	2%	-13%	i

A section of the results above, as a working copy:
SMILES	Nrf2 inh	A549 viability	TGFb SMAD3 inh	HepG2 tox	Nrf2 ARE act	IL-1B inflam inh	MCF10A rerep	ATXN2 expr inh	ATXN viability
Cc1cc(S(=O)(=O)N2CCCC2)ccc1OCC(=O)Nc1ccccc1	17%	2%	-15%	5%	1.8%	-17	12%	-3%	i
C=CCNc1nc(NCc2ccco2)nc(OCC)n1	.	-5%	-21%	4%	14%	-11	-2%	2%	i
COc1cccc(CNC(=O)COC(=O)c2c(NC(C)=O)sc(C)c2C)c1	-14%	-2%	17%	6%	3.4%	9	2%	-13%	i
